Screens as filed in PubChem BioAssay.
OX1R antag-1 – blocks the human orexin 1 receptor | O43613 | CHO/OX1R cells, Fluo-8 calcium fluorescence, orexin A | inhibition, % at 5 µM | hit rate 0.43% among 330,000 | AID 434989;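 active means inhibition above its plate's threshold, mean inhibition of all tested compounds on the plate plus 3 SD, cut at about 37% in these data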;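 further: 0% = orexin A challenge wells and 100% = SB-334867-A antagonist wells; not every result past the cut was called active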
Target sequence (O43613 whole entry, looked up): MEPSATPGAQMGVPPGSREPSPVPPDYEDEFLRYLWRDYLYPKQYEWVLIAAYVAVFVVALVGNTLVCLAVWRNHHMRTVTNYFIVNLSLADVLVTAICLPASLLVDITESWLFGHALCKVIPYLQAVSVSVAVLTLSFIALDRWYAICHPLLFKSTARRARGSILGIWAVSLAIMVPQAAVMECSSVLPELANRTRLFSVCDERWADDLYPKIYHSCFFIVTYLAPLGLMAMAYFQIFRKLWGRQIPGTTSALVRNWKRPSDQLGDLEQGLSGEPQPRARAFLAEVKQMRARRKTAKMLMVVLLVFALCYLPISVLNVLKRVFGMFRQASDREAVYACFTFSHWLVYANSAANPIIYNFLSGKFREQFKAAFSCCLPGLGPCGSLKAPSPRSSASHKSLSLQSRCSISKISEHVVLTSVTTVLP
STK33 kinase inh – human STK33 kinase inhibition; hit rate 0.073% among 320,000; inhibition, % at 10 µM; purified STK33, MBP phosphorylation, ADP-Glo luminescence;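 active means inhibition at or above 25%, using the most active replicate where run in duplicate; inactive means inhibition below 25%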
Target sequence (Q9BYT3 whole entry, looked up): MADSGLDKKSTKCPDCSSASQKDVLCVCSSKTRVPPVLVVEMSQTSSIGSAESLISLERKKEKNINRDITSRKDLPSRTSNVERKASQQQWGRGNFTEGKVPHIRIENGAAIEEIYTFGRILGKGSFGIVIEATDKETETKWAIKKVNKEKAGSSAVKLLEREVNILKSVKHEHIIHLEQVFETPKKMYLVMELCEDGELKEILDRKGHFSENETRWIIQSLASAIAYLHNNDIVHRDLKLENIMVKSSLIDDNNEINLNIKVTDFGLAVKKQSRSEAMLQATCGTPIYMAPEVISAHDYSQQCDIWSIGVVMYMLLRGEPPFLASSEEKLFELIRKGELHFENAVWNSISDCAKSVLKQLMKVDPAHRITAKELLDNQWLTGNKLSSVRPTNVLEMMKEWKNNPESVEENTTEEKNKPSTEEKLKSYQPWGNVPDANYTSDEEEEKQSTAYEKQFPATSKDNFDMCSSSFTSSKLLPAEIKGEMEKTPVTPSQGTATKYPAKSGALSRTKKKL
OX1R antag-2 – antagonists of human orexin 1 receptor (OX1R); inhibition, % at 6.6 µM; OX1R-expressing cells, FRET antagonist read-out; hit rate 1.8% among 330,000; AID 485270; in the data active means inhibition mostly above about 38%, no sharp cut-off; inactive means mostly below about 40%;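 further: 0% = agonist challenge alone and 100% = reference antagonist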
* = called active by the depositor; x = not tested or not shown.

OX1R antag-1	STK33 kinase inh	OX1R antag-2	SMILES
-5	0.2	34	COC(=O)c1ccc(CN(c2ccc(C(=O)O)c(O)c2)S(=O)(=O)c2ccc(Cl)c([N+](=O)[O-])c2)cc1
-14	x	20	CCOC(=O)N1CCN(S(=O)(=O)c2ccc(C(=O)Nc3ccc4c(c3)C(=O)NC4=O)cc2)CC1
-3	0.1	14	CC1Cc2ccccc2N1C(=O)COC(=O)c1ccc(S(=O)(=O)N(C)C)cc1 (configuration not stated)
-34	-2.5	25	Nn1c(SCC(=O)NC2CCCc3ccccc32)nnc1-c1cccs1 (configuration not stated)
-12	-0.8	17	O=C(NCCOC(=O)c1ccc(F)cc1)c1ccc(F)cc1
-3	0.4	12	COC(=O)c1cn[nH]c1NC(=S)Nc1ccc(C)cc1Cl
-5	-0.7	7	CCNC(=S)NNC(=O)c1cc(-c2cccc(OCC)c2)nc2ccccc12
-19	-0.6	27	Cc1cc(C)c(S(C)(=O)=O)c(Oc2cccc(Cl)c2)n1
-5	-0.1	5	Cc1ccc(NC(=O)Cn2c(=S)[nH]c3ccccc32)cc1
-14	-0.4	30	COc1ccc(CCNC(=O)C2CC(=O)N(c3ccccc3)C2)cc1OC (configuration not stated)
-37	1.0	9	Nc1nc(NCc2ccco2)nc(N2CCN(Cc3ccccc3)CC2)c1[N+](=O)[O-]
-31	0.6	19	CCOC(=O)c1sc(N2C(=O)C(O)=C(C(=O)c3ccco3)C2c2ccc(C)o2)nc1C (configuration not stated)
-17	8.3	31	CCn1c(SCC(=O)Nc2cccc(NC(=O)c3cccs3)c2)nnc1-c1ccncc1
-2	0.5	-8	O=C(O)c1ccc(N=Nc2c(O)[nH]c3ccc(Br)cc23)cc1
-33	-2.5	17	Cc1ccc(S(=O)(=O)N(CC(=O)N2CCC(C)CC2)c2ccccc2)cc1
-1	0.1	3	O=C(Nc1nc2c(Cl)ccc(Cl)c2s1)c1ccco1
-9	-1.2	13	O=C(NCC1CCCO1)c1ccc(NC(=O)c2cc(F)c(F)cc2Cl)cc1 (configuration not stated)
-2	-2.5	18	CCCCNC(=O)c1c[nH]c2ccc(S(=O)(=O)N3CCOCC3)cc2c1=O
2	-0.6	6	CC1CCCC(CC(=O)O)(CC(=O)O)C1 (configuration not stated)
-7	-1.0	1	COc1ccc(-n2ccc3ccccc32)cc1
-4	0.0	-2	O=C(COC(=O)c1ccccc1Br)NCC1CCCO1 (configuration not stated)
-6	-2.0	18	Cc1cccc(C)c1N1C(=O)c2ccccc2C1=O
-19	0.9	23	CC1CCN(C2=NC(=O)/C(=C/c3cn[nH]c3-c3ccccc3)S2)CC1
-10	-1.3	19	CCOCCOc1cccc(C(=O)NC(c2ccccc2)C(C)C)c1 (configuration not stated)
-13	-0.4	3	CCN(C(=O)Cn1c([N+](=O)[O-])cnc1C)c1ccccc1

Later entries
OX1R antag-1	STK33 kinase inh	OX1R antag-2	SMILES
13	-0.8	23	CC1(OC(=O)C2CCCC2)C(=O)C=C2C=C3CCCN3C=C2C1=O (configuration not stated)
-22	-0.9	10	COc1ccc2c(c1)SCC(=O)N2C
-28	-1.5	16	COc1ccccc1CC(=O)Nc1cc(OC)c(NC(=O)c2ccccc2)cc1OC
2	-0.5	26	CN(C)c1ccc(/C=N/NC(=O)C2CC2c2ccccc2)cc1 (configuration not stated)
-6	-0.9	-2	COc1ccc(S(=O)(=O)N2CCCCC2)cc1NC(=O)CNc1ccccc1C(C)=O
-12	0.1	7	O=C(CSc1nc2cc(Cl)ccc2s1)NC(=O)NCc1ccco1
-10	0.7	19	COC(=O)[C@]1(Cc2ccccc2)N[C@H](c2ccc(-c3ccccc3)cc2)[C@@H]2C(=O)N(C)C(=O)[C@@H]21
-7	0.4	5	Cn1cc(Cl)c(C(=O)N(Cc2ccccc2)c2ccccn2)n1
-22	0.3	22	Cc1ccc(C(=O)Cn2nc(C(=O)O)c3ccccc3c2=O)cc1C
-10	1.0	16	O=C(NN(C(=O)c1ccccc1)c1ccccc1)c1ccccc1
-12	-0.7	-2	CC(C)[C@H](NC(=O)NCc1ccco1)C(=O)O
-6	-0.2	13	O=C1C2C3C=CC(C3)C2C(=O)N1c1ccc(-c2nc3ccccc3c(=O)o2)cc1 (configuration not stated)
-10	-1.4	3	O=C(CN1CCOCC1)Nc1ccc(S(=O)(=O)N2CCCCCC2)cc1
-4	-2.6	37	CC(=O)Nc1ccc(-c2ccc3nnc(C)n3n2)cc1
-10	-1.1	22	Cc1ccccc1-c1nnc(SCC(=O)N(CC(C)C)c2c(N)n(CC(C)C)c(=O)[nH]c2=O)n1C
-4	1.0	13	C#CCOCCOCCOCCNc1nc(N2CCOCC2)nc(N2CCN(C(=O)[C@H](CCCCN)n3cc([C@@H](N)CO)nn3)CC2)n1
-24	1.5	44	Cc1ccc(S(=O)(=O)/N=C2/NC(=O)/C(=C/c3ccc(Br)o3)S2)cc1
-5	-0.6	39	Cc1ccc(C(=O)Nc2c(C#N)c(C)c(C)n2Cc2ccccc2)cc1
-21	-0.5	16	C=CCn1c(C)cc(C(=O)COc2ccc(C)nc2[N+](=O)[O-])c1C
-21	0.1	29	O=C(CSc1nccn1Cc1ccco1)Nc1ccccc1F
-4	0.3	-1	CC[C@@]1(C(=O)OC)N[C@H](CN(C)C(=O)NC(C)C)[C@@H]2C(=O)N(C)C(=O)[C@@H]21
-21	7.6	7	C=CCNC(=S)NNC(=O)c1cccc2ccccc12
-11	0.6	17	Cc1nc(SCc2cccc(C(=O)O)c2)nc2c1CCCC2
-15	-0.5	10	O=C(O)CCCC(=O)NNc1ncnc2ccccc12
-9	1.0	9	COc1cc(CCC(=O)OCC(=O)Nc2ccccc2C#N)cc(OC)c1OC

The results go on.
OX1R antag-1	STK33 kinase inh	OX1R antag-2	SMILES
-18	0.1	7	COC(=O)c1cc(S(=O)(=O)Nc2cc(S(=O)(=O)N(C)C)ccc2C)oc1C
-14	1.7	0	Cc1cccc(C)c1NC(=O)CN1C(=O)C2CC=CCC2C1=O (configuration not stated)
-18	0.2	10	CCOC(=O)c1c(NC(=S)Nc2ccc(OCC)cc2)sc2c1CCN(C)C2
-11	-1.1	25	Cc1ccc(-n2c(SCC(=O)NCCC3=CCCCC3)nc3n[nH]c(C)c3c2=N)cc1Cl
-12	0.2	-3	O=C(NC1CCCCC1)N1CCC(c2nc3ccccc3[nH]2)CC1
-34	0.3	9	CC1(C)Cc2c(sc3ncnc(NNC(=S)NCc4ccccc4)c23)CO1
12	-0.4	11	CCc1cc2c(cc3c(=O)n(CC(=O)N4CCN(C)CC4)ncn32)s1
-10	0.9	11	Cc1ccc(NC(=O)CSCC(N)=O)cc1C
-28	-0.4	23	O=C(COc1ccc(Cl)cc1)Nc1ccc2c(c1)CCC2
-11	0.3	65*	O=C(CN1C(=O)c2ccc([N+](=O)[O-])cc2C1=O)NC1CCCCCC1
-30	0.1	5	CSc1sccc1/C=C(/C#N)C(=O)c1ccco1
-11	-0.1	-1	COc1cccc2cc(CC(=O)c3cc(C)ccc3C)c(=O)oc12
-15	-0.2	2	Cc1cc(C)n(CC(O)COc2ccccc2)n1 (configuration not stated)
-2	-0.3	0	O=C(CNC(=O)c1ccc(Br)o1)NNC(=O)c1ccccc1F
1	-0.5	8	CCCc1cc(=O)oc2cc(C)cc(O)c12
3	-1.3	6	O=C(COC(=O)CCC(=O)c1ccc(Cl)cc1)NC1CC1
-5	-1.8	47	CN(CCO)c1cc(N2CCCCC2)c2nonc2c1[N+](=O)[O-]
-7	1.3	16	O=[N+]([O-])c1cc([N+](=O)[O-])c2cccnc2c1Oc1ccccc1O
-18	0.0	34	CCOC(=O)C1=C(COC(=O)c2cc(OC)c(OC)cc2[N+](=O)[O-])NC(=O)NC1C (configuration not stated)
-28	1.0	13	CC(=O)Nc1ccc(C(=O)CN2CCN(c3ccccc3)CC2)cc1
-14	0.4	5	COc1cccc(CNC2CCCC2)c1
9	0.0	12	O=C(Cn1ccc([N+](=O)[O-])n1)N1CCCCC1
-14	0.4	9	Cc1cc2nc(CCN(C(=S)NCC(C)C)C3CCCC3)[nH]c2cc1C
-22	-0.7	4	O=C(COC(=O)/C=C/c1cccc(Cl)c1)Nc1cccc(S(=O)(=O)NC2=NCCC2)c1
-18	-0.1	8	CC(=O)NC1(C(F)(F)F)NC(=O)N(C2CCCCC2)C1=O (configuration not stated)

Rewritten with two lines to a compound: part of the list above
Every second line gives: OX1R antag-1	STK33 kinase inh	OX1R antag-2
Cc1ccc(C(=O)Nc2c(C#N)c(C)c(C)n2Cc2ccccc2)cc1
 : -5	-0.6	39
C=CCn1c(C)cc(C(=O)COc2ccc(C)nc2[N+](=O)[O-])c1C
 : -21	-0.5	16
O=C(CSc1nccn1Cc1ccco1)Nc1ccccc1F
 : -21	0.1	29

New compounds follow.
OX1R antag-1	STK33 kinase inh	OX1R antag-2	SMILES
-28	-1.8	9	Cc1ccc(S(=O)(=O)N(C)C)cc1NC(=O)C(C)OC(=O)C1CCCCC1 (configuration not stated)
23	-1.8	33	Cn1c(/C(C#N)=C/c2ccc(-c3ccc(S(N)(=O)=O)cc3)o2)nc2ccccc21
-4	-1.7	11	O=c1c(Cl)c(NCc2ccco2)cnn1C12CC3CC(CC(C3)C1)C2
-3	0.1	-6	CCn1cc(C(=O)O)c(=O)c2cc(F)c(N3CCN(S(=O)(=O)c4ccc(NC(=O)OC)cc4)CC3)cc21
-30	2.5	10	CCCn1c(=S)[nH]c2cc(C(=O)N3CCN(C(=O)OCC)CC3)ccc2c1=O
-16	-1.4	13	CCOC(=O)c1cc(CN2CCOCC2)oc1-c1ccccc1
-28	-1.4	22	COc1ccc(NC(=O)CSc2nc3ccccc3nc2N2CCCC2)cc1Cl
-9	0.5	28	CN(C)c1ccc(NC(=O)COC(=O)c2cc(=O)c3ccccc3o2)cc1
-10	-2.5	10	O=c1c(Cc2c(F)cccc2Cl)c(O)ccn1CC1CCCO1 (configuration not stated)
-26	-1.8	7	O=C(CCc1nc2ccccc2[nH]c1=O)N/N=C/c1ccccc1
-4	1.0	-1	COCc1cc(=O)n2[nH]c(-c3cccs3)cc2n1
1	-3.4	-27	O=C(O)c1ccc(N/N=C/C(Br)=C/c2ccccc2)cc1
4	-1.5	16	Cn1c(=O)n(CC(=O)Nc2cccnc2)c2ccccc21
21	9.0	8	C#CCOCCOCCOCCNc1nc(N2CCN(C(=O)CCCCCCCCCCNC(=O)[C@H]([C@@H](C)CC)n3cc(CCCCCN)nn3)CC2)nc(N2CCN(C(=O)CCCCCCCCCCNC(=O)[C@H](CO)n3cc(CCCCCN)nn3)CC2)n1
-17	-1.3	4	CCC(Sc1ncccc1C(=O)OC(C)C)C(=O)NCc1ccco1 (configuration not stated)
-11	-0.5	1	CN(C)c1nc(N)ncc1-c1ccc(Oc2ccccc2)cc1
-7	-1.6	23	C=CCNC(=O)CC(=O)N/N=C/c1cccs1
-19	-1.9	-9	CC1CCCCC1NC(=O)COC(=O)C12CC3CC(CC(Cl)(C3)C1)C2 (configuration not stated)
-30	0.4	18	Cc1ccc(-c2nc(N)sc2CC(=O)OCC(=O)NC2CCCC(C)C2C)cc1 (configuration not stated)
8	-2.5	59	S=C(NCCSCc1ccc(Cl)c(Cl)c1)Nc1ccccc1
-29	-0.5	0	CC1CCCCN1C(=O)CSc1nnc(-c2ccc(Cl)s2)o1 (configuration not stated)
-22	-1.0	1	O=C(NC(=S)N1CCN(C/C=C/c2ccccc2)CC1)c1ccco1
-12	0.7	7	C=CCN(CC(=O)NCc1ccc(F)cc1)C(=O)c1csnn1
-9	1.7	1	Cn1cnc(C(=O)N2CCN(c3ccccc3)CC2)c1C(=O)N1CCN(c2ccccc2)CC1
-10	-1.7	20	O=C(c1ccco1)N1CCN(C2CCCC2)CC1

Next entries.
OX1R antag-1	STK33 kinase inh	OX1R antag-2	SMILES
-18	-0.7	21	O=C1CCC(=O)N1c1ccc(NCc2ccccc2Cl)c([N+](=O)[O-])c1
4	x	-1	COc1cc(CC(=O)OCC(=O)NC2CCCC2)cc(OC)c1OC
-11	0.6	6	CC(=O)Nc1ccc(C(=O)COC(=O)Cc2ccsc2)c(F)c1
-9	2.7	7	CCOC(=O)C1CCCN(C(=O)c2ccc(OCC)cc2)C1 (configuration not stated)
-9	1.2	6	Cc1cc(C)cc(N(CCC#N)C(=O)COC(=O)CN2C(=O)NC(C)(C)C2=O)c1
-15	-0.8	16	C=CCN(c1ccc(C(=O)Nc2ccc(C)c(C)c2)cc1)S(C)(=O)=O
-16	-2.8	35	N#CC(C#N)=C1C=CC=CN1/C(=C\c1ccccc1)C(=O)c1cccs1
2	1.1	16	CC(NC(=O)c1ccccc1F)c1nnc(SCC(=O)NC2CCCC2)n1C (configuration not stated)
6	x	4	NS(=O)(=O)c1ccc(N2N=C(c3ccccc3)CC2c2cccc(Br)c2)cc1 (configuration not stated)

Copied from the list.
STK33 kinase inh result of `Cc1cc(C)cc(N(CCC#N)C(=O)COC(=O)CN2C(=O)NC(C)(C)C2=O)c1` = 1.2
OX1R antag-1 result of `O=C1CCC(=O)N1c1ccc(NCc2ccccc2Cl)c([N+](=O)[O-])c1` = -18

An excerpt from above with just OX1R antag-1.
smiles | OX1R antag-1
O=C1C2C3C=CC(C3)C2C(=O)N1c1ccc(-c2nc3ccccc3c(=O)o2)cc1 (configuration not stated) | -6
O=C(CN1CCOCC1)Nc1ccc(S(=O)(=O)N2CCCCCC2)cc1 | -10
CC(=O)Nc1ccc(-c2ccc3nnc(C)n3n2)cc1 | -4
Cc1ccccc1-c1nnc(SCC(=O)N(CC(C)C)c2c(N)n(CC(C)C)c(=O)[nH]c2=O)n1C | -10
C#CCOCCOCCOCCNc1nc(N2CCOCC2)nc(N2CCN(C(=O)[C@H](CCCCN)n3cc([C@@H](N)CO)nn3)CC2)n1 | -4
